OPRM1-OPRD1 inv = inverse agonists of human mu-delta opioid receptor heterodimerization. P35372+P41143. cell-based MOR-DOR heterodimer luminescence, inverse agonism. inhibition, % at 9.3 µM. hit rate 0.21% among 340,000. AID 504357; in the data active = inhibition above about 22%, passing the limit was not always enough;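 note: 0% = cells with DMSO and 100% = wells without cells with DMSO; values of inactives mirror those of a sister screen read the other way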
PKA-R1A activ = PKA-R1A complex activation; P00514+P68181; PKA-R1A dissociation, Cy5-IP20 fluorescence polarization; scaled: DMSO 0%, 113 µM cGMP 100%; activation, % at 11.4 µM; hit rate 0.083% among 340,000;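 active = percent activation above the mean of all tested compounds plus 3 SD, cut at about 19% in these data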;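 note: higher means more PKAc released from R1A so a rise in polarization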
PKA-R2B act = activators of human PKA-R2B complex. P22694+P31323. PKA-R2B holoenzyme dissociation, Cy5-IP20 fluorescence polarization; R2B truncated from residue 108, S112A mutant; 0% DMSO only, 100% 113 µM cGMP. activation, % at 11.4 µM. hit rate 0.079% among 340,000;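 active = activation above a cutoff set at the mean over all compounds plus 3 SD, cut at about 18% in these data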;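 note: higher means more holoenzyme dissociation and a rise in polarization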
Target sequence (P31323 whole entry, looked up, other chains not shown, the tested form may be a part): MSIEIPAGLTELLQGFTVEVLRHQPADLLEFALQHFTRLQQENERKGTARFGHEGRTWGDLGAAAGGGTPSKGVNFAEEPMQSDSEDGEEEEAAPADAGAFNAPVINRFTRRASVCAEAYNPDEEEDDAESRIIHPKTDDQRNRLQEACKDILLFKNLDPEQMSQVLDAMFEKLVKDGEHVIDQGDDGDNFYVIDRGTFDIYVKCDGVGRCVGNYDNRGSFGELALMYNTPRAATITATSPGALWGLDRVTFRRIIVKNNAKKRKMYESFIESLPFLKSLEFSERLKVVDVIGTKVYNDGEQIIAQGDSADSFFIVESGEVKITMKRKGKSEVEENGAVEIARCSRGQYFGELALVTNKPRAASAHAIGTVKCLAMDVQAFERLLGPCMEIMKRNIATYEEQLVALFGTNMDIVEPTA
PfHsp90 set2 = reduces growth (ATP signal) of yeast expressing P. falciparum Hsp90. hit rate 0.32% among 310,000. S. cerevisiae expressing PfHsp90, BacTiter-Glo ATP, 48 h; yeast lacking PDR1 and PDR3 efflux regulators. AID 504621. inhibition, % at 9.4 µM;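 active = every replicate shows inhibition above about 80%, whatever the replicate mean, limit read from the data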;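 note: 0% = DMSO neutral controls and 100% = 20 µM radicicol positive controls; yeast relying on Plasmodium falciparum Hsp90 in place of its own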
Tat transport = inhibitors of E. coli Tat protein transport. E. coli MC4100 TorA-mCherry Tat export, fluorescence. inhibition, % at 10 µM. hit rate 0.036% among 340,000. AID 488895;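 active = mean replicate inhibition at least 50% and at least half of replicates individually reaching 50%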;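 note: exported cargo escapes ClpAP degradation while cytoplasmic cargo is degraded and loses fluorescence; 0% = median of neutral control wells and 100% = median of NaSCN control wells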
phage Ecoli inh = E. coli growth loss with phage present. AID 651602. hit rate 0.26% among 360,000. inhibition, % at 11.9 µM. growth absorbance; in the data active = inhibition above about 11%
E coli growth = reduces bacterial viability in AddAB counter-screen | E. coli V3065 growth, OD600 absorbance, 18 h | inhibition, % at 11.9 µM | hit rate 0.27% among 330,000;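 active = inhibition above the campaign's mean inhibition across all tested compounds plus 3 SD, cut at about 9.9% in these data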;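 note: uninfected addAB+ strain grown without phage in ampicillin broth; 0% = DMSO wells and 100% = ciprofloxacin 0.95 µg/ml wells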
AddAB inh = less growth of phage-infected E. coli with AddAB | E. coli expressing H. pylori AddAB, absorbance growth | hit rate 0.29% among 330,000 | inhibition, % at 11.9 µM; in the data active = inhibition above about 12%;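 note: 0% = vehicle wells of infected cells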
HTR5A inv ctr = counter-screen for OPRM1-OPRD1 inverse agonists: human HTR5A inverse agonism | P47898 | inhibition, % at 9.3 µM | hit rate 0.083% among 340,000 | AID 504634 | HTR5A cell line, luminescence; in the data active = inhibition mostly above about 23%, no sharp cut-off; inactive = mostly below about 18%;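 note: 0% = cells with DMSO and 100% = no-cell wells with DMSO; some compounds called inactive have numbers as strong as hits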
Target sequence (P47898 whole entry, looked up): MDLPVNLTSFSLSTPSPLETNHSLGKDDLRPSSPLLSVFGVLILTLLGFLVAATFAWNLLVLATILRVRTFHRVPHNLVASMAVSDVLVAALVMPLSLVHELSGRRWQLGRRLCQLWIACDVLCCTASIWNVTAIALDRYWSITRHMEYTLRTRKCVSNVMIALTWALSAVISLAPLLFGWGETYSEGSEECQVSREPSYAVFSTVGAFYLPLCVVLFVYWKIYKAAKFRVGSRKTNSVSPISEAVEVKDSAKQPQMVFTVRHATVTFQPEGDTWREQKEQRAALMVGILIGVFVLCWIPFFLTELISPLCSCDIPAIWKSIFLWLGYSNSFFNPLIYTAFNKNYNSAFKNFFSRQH
SUMO Mot1 rescue = inhibitors of SUMOylation pathway: yeast Mot1-301 growth rescue | growth rescue, % at 18.8 µM | hit rate 1% among 320,000 | AID 2716 | S. cerevisiae Mot1-301 growth rescue, ATP luminescence, 38.5C; percent above DMSO median, 100 means doubled;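 active = every valid replicate shows activation above 250% relative to neutral control wells; inactive = the rest, any valid replicate at or below 250%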;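 note: OY570 slx delta 5 strain wells were the positive control but not used for scaling; some compounds called inactive have numbers as strong as hits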
MOR-DOR ag = OPRM1-OPRD1 heterodimerization agonism; P35372+P41143; cells, luminescence; activation, % at 9.3 µM; hit rate 0.3% among 340,000; in the data active = activation above about 18%;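 note: 0% = vehicle-treated cells and 100% = reference agonist; values of inactives mirror those of a sister screen read the other way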
* marks the source's active call; other numbers are inactive results; . = not tested or not shown.

SMILES	OPRM1-OPRD1 inv	PKA-R1A activ	PKA-R2B act	PfHsp90 set2	Tat transport	phage Ecoli inh	E coli growth	AddAB inh	HTR5A inv ctr	SUMO Mot1 rescue	MOR-DOR ag
CC(=O)Nc1ccc(S(=O)(=O)NC(C)C(=O)NC(C)c2ccccc2)cc1 (stereo unspecified)	8.8	3.8	0.9	.	-0.3	3.3	-0.6	3.4	29.0	-19.8	-1.8
O=S(=O)(c1cccc(-c2nnc(-c3ccc(Br)cc3)o2)c1)N1CCCCCC1	6.2	4.8	-7.2	-4.9	0.6	3.0	0.9	5.0	2.5	7.4	-1.4
COc1cc(NC(=O)CNc2cccc(S(=O)(=O)N3CCCC3)c2)cc(OC)c1	6.6	-7.4	-6.8	-45.3	-8.0	3.6	0.2	0.8	0.1	107.6	-1.3
Cn1c(=O)c2c(nc(SCc3ccccc3F)n2C)n(C)c1=O	-4.2	-3.7	3.4	5.1	-2.9	-0.2	1.3	1.5	-8.2	-1.5	0.8
Nc1ccc(Cc2ccc(N)c(O)c2)cc1O	-27.0	1.7	1.0	-26.2	4.6	5.2	.	.	-2.7	.	4.8
COc1ccc([N+](=O)[O-])cc1N(CC(=O)NC1CCCC1)S(C)(=O)=O	10.0	0.9	-4.0	5.7	2.7	3.4	0.0	3.8	-2.0	179.3	-1.8
Cc1nc(NC(=O)c2ccccc2)sc1-c1csc(NCc2ccco2)n1	-2.2	-3.7	0.1	-12.6	-2.2	.	1.7	-1.5	-4.1	.	0.4
COc1ccc(CC(=O)Oc2ccccc2Cl)cc1S(=O)(=O)N1CCOCC1	11.0	-0.9	-5.3	.	3.0	2.7	-1.7	0.2	5.6	-16.6	-1.7
O=c1ccnc(SCn2nnc3ccccc3c2=O)[nH]1	11.9	2.0	-6.8	18.4	5.6	-0.1	0.0	1.4	-7.8	0.8	-2.2
O=c1[nH]c(SCc2ccc(F)cc2)nc2c1cnn2-c1ccc(F)cc1	-21.3	-3.8	-16.3	-7.2	-1.0	-0.1	0.2	2.2	-7.3	-9.1	4.1
C/C(=N\OC(=O)Nc1ccc(Cl)cc1)c1ccc(F)c(F)c1	-18.4	5.3	2.6	-15.3	2.5	2.4	0.2	-0.2	4.6	17.0	4.1
O=C(NCc1ccco1)C1CCCN1C(=O)Nc1ccccc1Cl (stereo unspecified)	11.5	-10.4	0.7	23.5	-10.7	5.4	1.4	1.1	2.5	7.4	-2.2
CCOC(=O)C1CCN(Cc2nc3ccccc3c(=O)n2-c2ccc(F)cc2)CC1	15.0	-1.9	2.2	-1.9	-0.1	2.1	-1.2	-0.5	11.8	-10.2	-3.0
CCOc1ccc(C2c3[nH]c4ccccc4c3CCN2Cc2cccn2-c2ncccn2)cc1 (stereo unspecified)	4.6	3.9	11.3	-4.2	-8.6	4.3	0.6	2.8	-12.7	7.5	-0.9
COc1ccc(CCNC(=O)c2cc3c(cc2Cl)N2CCCCCC2=NS3(=O)=O)cc1	-0.8	8.0	5.3	.	-1.5	2.6	1.9	2.0	14.9	-18.9	0.1
CN(C)NC(=S)NC(=O)C12CC3CC(CC(C3)C1)C2	4.8	-7.4	-5.2	22.4	0.7	2.6	-1.6	-0.7	-7.7	21.4	-0.7
CCc1ccccc1NC(=O)CN1CCN(C(=O)CNC(=O)c2ccccc2F)CC1	-2.0	6.5	1.7	-18.9	-6.6	3.9	-0.3	4.0	12.3	18.0	0.5
O=C(O)c1ccc(Cl)c(S(=O)(=O)Nc2ccccc2Cc2ccccc2)c1	10.6	-4.9	-1.6	9.7	-1.4	-0.7	-0.4	-0.5	-15.4	3.7	-1.6
CCOC(=O)C1=C(C)NC(=O)NC1c1cc(C)sc1C (stereo unspecified)	12.1	-3.5	3.7	-18.2	-11.0	1.3	-0.5	1.9	10.1	6.0	-2.9
CC(C)N(C(=S)Nc1cccc(C(F)(F)F)c1)C(C)c1ccccn1 (stereo unspecified)	16.1	-13.9	-3.8	.	-3.5	-0.5	-0.7	4.6	9.9	17.3	-3.3
COc1ccc2[nH]c(=O)c(CN(Cc3cccs3)C(=S)Nc3cccc(C)c3)cc2c1	-1.4	-0.4	-14.7	-2.7	19.3	3.0	-0.5	1.7	13.5	3.8	0.3
CCn1cc(CN2CCN(C)C(CCO)C2)c2ccccc21 (stereo unspecified)	14.8	-0.3	-8.8	-30.7	-3.0	2.3	-0.9	-0.1	4.0	8.1	-3.1
CC1CCCCN1CCCNC(=O)c1ccc2nc(N3CCCCC3)sc2c1 (stereo unspecified)	8.5	1.7	-4.3	8.5	6.0	1.1	-0.6	-0.2	-7.5	-12.9	-1.4
CCc1ccc(NC(=O)C(C)OC(=O)/C=C/c2ccc(O)c(OC)c2)cc1 (stereo unspecified)	15.3	-12.2	-14.0	-6.7	-14.5	2.9	1.3	-1.6	9.2	-4.9	-3.0
Cc1nc(-c2cccc(NC(=O)c3cccc(S(=O)(=O)N4CCCC4)c3)c2)cs1	0.8	-2.3	6.8	6.5	0.8	2.2	-0.5	0.4	-9.6	-4.5	-0.2

3 entries out of the list, arranged by length of the SMILES, rising.
SMILES	OPRM1-OPRD1 inv	PKA-R1A activ	PKA-R2B act	PfHsp90 set2	Tat transport	phage Ecoli inh	E coli growth	AddAB inh	HTR5A inv ctr	SUMO Mot1 rescue	MOR-DOR ag
CC1CCCCN1CCCNC(=O)c1ccc2nc(N3CCCCC3)sc2c1 (stereo unspecified)	8.5	1.7	-4.3	8.5	6.0	1.1	-0.6	-0.2	-7.5	-12.9	-1.4
CCc1ccc(NC(=O)C(C)OC(=O)/C=C/c2ccc(O)c(OC)c2)cc1 (stereo unspecified)	15.3	-12.2	-14.0	-6.7	-14.5	2.9	1.3	-1.6	9.2	-4.9	-3.0
COc1ccc([N+](=O)[O-])cc1N(CC(=O)NC1CCCC1)S(C)(=O)=O	10.0	0.9	-4.0	5.7	2.7	3.4	0.0	3.8	-2.0	179.3	-1.8

Next part.
SMILES	OPRM1-OPRD1 inv	PKA-R1A activ	PKA-R2B act	PfHsp90 set2	Tat transport	phage Ecoli inh	E coli growth	AddAB inh	HTR5A inv ctr	SUMO Mot1 rescue	MOR-DOR ag
CCN1C(=O)[C@@H]2[C@@H](c3ccc(-c4ccc(Cl)c(Cl)c4)cc3)N3CCC[C@@]3(C(=O)OC)[C@@H]2C1=O	4.9	0.7	-13.1	-56.7	3.8	0.5	-0.3	3.7	13.4	4.2	-0.9
O=C(Nc1nnc(S(=O)(=O)N2CCCC2)s1)c1ccccc1Br	-9.5	1.6	0.2	7.3	15.0	3.1	1.5	1.1	-7.9	-20.3	1.6
O=C(CN1CCCC1)Nc1ccc(OC(F)(F)F)cc1	5.5	12.3	0.6	-2.3	-3.9	0.2	0.4	2.4	7.3	55.8	-1.1
CN(C)c1ccc(CNC(=O)CN(C)S(=O)(=O)c2ccc3c(c2)c(=O)n(C)c(=O)n3C)cc1	-0.4	-3.1	-3.0	-6.2	-1.2	1.9	1.4	4.6	4.6	-18.6	0.1
C=C(C)Cn1c(C2CC(=O)N(Cc3ccccc3)C2)nc2ccccc21 (stereo unspecified)	5.7	-16.1	5.2	-10.7	-11.0	0.5	1.3	2.6	-4.6	-3.6	-1.0
COc1ccc(NC(=O)Cn2nc(C(=O)O)c3ccccc3c2=O)cc1OC	-15.8	-9.3	6.4	-4.5	-6.5	0.3	0.9	0.0	2.8	-1.7	2.1
CCc1c(C)sc(NC(=O)c2ccco2)c1C(=O)N1CCCCC1	4.0	-3.2	0.7	29.2	-7.0	3.4	2.5	1.9	-6.3	-16.0	-0.7
O=C1CCN(S(=O)(=O)c2ccccc2)CCN1CCOCc1cccc(F)c1	-2.7	-13.2	-3.8	6.5	-7.8	3.0	1.2	3.8	14.0	6.8	0.4
COc1cccc(N2C(=O)C(Cc3c[nH]c4ccccc34)NC2=S)c1 (stereo unspecified)	20.4	6.9	0.0	-13.9	0.1	-2.8	-0.7	0.6	1.5	4.8	-4.0
CN1CCN(CCc2nc3cc(NC(=O)COc4ccc(Cl)cc4)ccc3n2C)CC1	15.1	1.1	-7.7	1.5	-3.1	-1.4	-1.5	0.9	-13.5	1.5	-2.9
CN(C)S(=O)(=O)c1ccc(C(=O)Oc2ccccc2)cc1	15.4	-19.4	-10.8	-2.2	3.1	1.6	-2.3	-1.4	-12.7	-0.5	-3.7
O=C(Nc1cccc(Cl)c1)Nc1cnccn1	19.8	8.3	11.6	15.1	8.3	1.3	-0.4	-1.1	11.8	3.1	-3.9
NC(=O)N/N=C\c1cc(Br)ccc1O	-1.8	-8.9	-1.7	-7.0	-0.5	4.5	3.2	3.9	6.2	21.7	0.3
CCCCCCN1C(=O)C(O)=C(C(C)=O)C1c1ccc(Cl)cc1 (stereo unspecified)	6.8	4.9	-6.2	-18.5	0.9	1.7	-2.8	1.8	-20.9	-19.0	-1.5
Cc1cc(C)c2ccc(C)[n+]([O-])c2c1O	9.9	-9.9	4.0	.	-3.2	-0.2	-5.4	-5.3	1.5	-17.9	-2.0
COc1ccc(N2CCN(C(=O)C(NC(=O)c3c(F)cccc3F)C(C)C)CC2)cc1 (stereo unspecified)	13.3	-8.9	-12.8	-17.1	0.1	1.5	0.8	3.6	9.3	-13.2	-2.5
CCCn1c(NCc2ccc(C)o2)nc2ccccc21	0.9	-5.8	4.1	0.2	-2.0	-0.2	-1.8	0.8	23.4	-5.0	-0.1
O=C(c1ccccc1)c1ccc(CN2C(=O)c3ccccc3C2=O)o1	23.3	2.7	0.5	-14.4	5.2	1.9	-3.2	0.3	-2.9	0.0	-5.1
CCCn1cc(S(=O)(=O)CC(=O)N2CCc3ccccc32)c2ccccc21	-8.1	-4.9	-1.8	.	-0.3	2.8	-2.5	-1.4	-31.6	11.1	1.4
Nc1nc(SCc2ccc(F)cc2)ns1	-7.2	-2.1	6.4	.	-1.9	0.9	-1.2	-2.1	27.1	10.0	1.4
Cc1ccc(-c2nnn(CC(=O)NCC3COCCO3)n2)o1 (stereo unspecified)	4.7	-12.7	2.3	14.2	0.9	0.3	-0.9	-2.3	6.8	1.0	-0.8
Cc1cccc(C(=O)NC(=S)N2CCN(c3ccc([N+](=O)[O-])cc3)CC2)c1	5.1	4.5	-10.1	5.8	-2.1	3.8	-3.8	1.6	-11.4	5.7	-1.0
Cc1ccc(C(=O)Nc2cccnc2)cc1[N+](=O)[O-]	0.5	1.3	2.9	-7.6	0.3	4.3	-0.7	0.8	15.9	299.7	-0.1
COc1ccccc1N1CCN(C2CCN(C(=O)c3cccc(F)c3)CC2)CC1	7.8	1.7	7.1	-1.4	7.1	0.2	5.2	3.7	-24.2	10.6	-1.5

Rows were taken by chance, and some 2.2% of all compounds hit somewhere here.
